Screening data: PubChem BioAssay, National Center for Advancing Translational Sciences (NCATS)
Shiga inhibitor: Shiga toxin inhibition. inhibition, % at 38.7 µM. actives 9.2% (n = 290,000). Vero cells, Shiga toxin protein synthesis inhibition reporter; in the data active = inhibition mostly above about 28%, no sharp cut-off; inactive = mostly below about 43%; note: 0% is about no effect
LmPK inhibitor: inhibitors of Leishmania mexicana pyruvate kinase; purified LmPK, Kinase-Glo ATP luminescence, 1 h; Potency, µM (top dose mostly 57.5 µM), inactives show at the top dose activity change, negative = inhibition, most hits filed as inhibitors; actives 0.37% (n = 290,000); note: potency is the fitted concentration of half-maximal effect; % is set by controls: 0 for no effect and ±100 for the full control effect
Target sequence (Q27686 whole entry, looked up): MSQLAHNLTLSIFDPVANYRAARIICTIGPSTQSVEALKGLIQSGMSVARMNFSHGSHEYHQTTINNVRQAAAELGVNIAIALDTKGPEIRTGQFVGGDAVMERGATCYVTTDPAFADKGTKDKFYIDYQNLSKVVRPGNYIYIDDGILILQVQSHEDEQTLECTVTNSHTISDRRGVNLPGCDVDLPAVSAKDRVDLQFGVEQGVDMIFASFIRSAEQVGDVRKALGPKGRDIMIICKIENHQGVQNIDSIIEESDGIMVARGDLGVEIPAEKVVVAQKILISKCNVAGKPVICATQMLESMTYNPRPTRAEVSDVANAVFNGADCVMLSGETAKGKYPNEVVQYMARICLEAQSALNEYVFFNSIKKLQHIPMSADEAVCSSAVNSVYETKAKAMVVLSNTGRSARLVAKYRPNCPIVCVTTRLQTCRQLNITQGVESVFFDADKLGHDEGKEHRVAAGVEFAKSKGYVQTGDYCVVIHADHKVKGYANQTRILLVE
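Purified LmPK (0.1 nM) converted ADP (0.1 mM) to ATP with PEP (0.5 mM) in imidazole buffer pH 7.2 with KCl and MgCl2, 1 h at room temperature. ATP was read by Kinase-Glo luminescence; data normalized to uninhibited and no-enzyme controls.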
AMA1-RON2 inh: AMA1-RON2 (P. falciparum) interaction inhibition | actives 0.2% (n = 360,000) | Potency, µM (top dose mostly 58.2 µM), for the others: at the highest dose activity change, negative = inhibition, most hits filed as inhibitors | AlphaScreen AMA1-biotinylated RON2 peptide binding;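 note: potency is the fitted concentration of half-maximal effect; 0% = vehicle wells and -100% = peptide control; nearly all actives have a fitted effect of over 45% in size; some results filed as inactive show a strong effect at the top dose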
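AMA1 (3D7) with his tag at 25 nM final met compounds first, then biotinylated RON2 peptide at 25 nM; detection used donor plus acceptor beads, 10 µg/mL apiece, read by AlphaScreen after 30 min at room temperature.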
TbPYK inhibitor: blocks Trypanosoma brucei pyruvate kinase; Q57TT1; TbPYK enzyme, Kinase-Glo Plus ATP luminescence, 45 min; Potency, µM (highest dose often 76.8 µM), without a hit: at the top dose activity, negative = inhibition, actives largely listed as inhibitors; actives 0.12% (n = 410,000); AID 624173; note: potency is the fitted concentration of half-maximal effect; % is set by controls: 0 for no effect and ±100 for the full control effect; nearly all actives have a fitted effect of over 50% in size
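TbPYK + substrate in 50 mM TEA pH 7.2, 100 mM KCl, 10 mM MgCl2, 0.05% BSA, 0.01% Tween-20; cpd pinned; ADP 130 uM final; 45 min RT; Kinase-Glo Plus 10 min; luminescence endpoint.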
Pf growth 96h: inhibits malaria parasite growth, 96 h. P. falciparum luciferase reporter growth, 96 h. Potency, µM (highest dose often 28.7 µM), for the others: at the highest dose activity change, negative = inhibition, actives largely listed as inhibitors. actives 6.9% (n = 320,000); note: potency is the fitted concentration of half-maximal effect; % is set by controls: 0 for no effect and ±100 for the full control effect
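96 h incubation, 37 C, 5% CO2, of luciferase-reporter P. falciparum-infected RBCs (2% hematocrit, 0.05% parasitemia final) with test compounds; endpoint luminescence.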
Cycloheximide cs: affects cycloheximide protein synthesis inhibition readout, counter-screen. max response, %. AID 2314. actives 12% (n = 300,000). cell reporter, cycloheximide protein synthesis inhibition counterscreen; in the data active = max response mostly above about 13%, no sharp cut-off; inactive = mostly below about 14%; note: read at 38.3 µM for the half of the compounds with a filed dose; 0% is about no effect
Pf growth 48h: P. falciparum growth inhibition at 48 hours (one generation); actives 5.9% (n = 310,000); Potency, µM (titrated, usually from 28.7 µM), for inactives: at the highest dose activity change, negative = inhibition, usual class: inhibitors; P. falciparum luciferase growth in erythrocytes, 48 h; note: potency is the fitted concentration of half-maximal effect; % is set by controls: 0 for no effect and ±100 for the full control effect
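Luciferase-expressing parasites in RBCs, 2% Hct / 0.1% parasitemia final; RPMI 1640 + 0.5% Albumax; 37 C, 5% CO2, one generation; luminescence read-out, lower signal = inhibition.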
* marks the source's active call; other numbers are inactive results; ? = inconclusive; nt = not tested or not shown; & = joins results of further samples; [ ] = another dose, or the depositor's remark. Unless noted, calls come from the whole dose curve; as a rule, active = well fitted curve in the direction sought with a large enough effect; inconclusive = small, poorly fitted or top-dose-only effect, or another doubt; inactive = no such curve, though single readings can be large; an effect the other way counts as inactive or inconclusive.

SMILES	Shiga inhibitor	LmPK inhibitor	AMA1-RON2 inh	TbPYK inhibitor	Pf growth 96h	Cycloheximide cs	Pf growth 48h
COc1cc(C)ccc1OCc1cc(C(=O)N2CCN(C)C[C@@H]2c2ccccc2)no1	67*	1%	-2%	8%	0%	42*	?
COC(=O)c1c(NC(=O)COC(=O)C2CCC2)sc(C)c1C	nt	nt	0%	-1%	13%	nt	-28%
Cc1ccc(OCCn2cc(C=O)c3ccccc32)cc1	12	7%	0%	7%	-17%	2	50%[activator]
Fc1ccc(CNCc2ccccc2C(F)(F)F)cc1	-6	4%	23%	-1%	-7%	-2	12%
CCCN[C@H]1CCc2nc(N)sc2C1	nt	nt	-6%	-13%&-2%	-9%	nt	-5%
CCC(=O)Nc1ccccc1C(=O)N1CCCC1	-3	-3%	-6%	4%	-10%	3	nt
CCn1c(=O)n(CC)c2cc(N3CCCC3)c(NC(=O)c3c(F)cccc3F)cc21	-5	-5%	1%	-20%	?	-2	?
CC(C)CCOC(=O)C(C)Sc1n[nH]c(=O)[nH]c1=O (centres undefined)	7	0%	3%	7%	33%[activator]	-2	4%
Cc1ccc(CN2C3=NCCCN3c3ccccc32)cc1	-4	0%	1%	-19%	?	-5	12µM*
COc1ccc(Nc2ccncc2[N+](=O)[O-])cc1	-4	3%	-12%	5%	?	-1	0%
Cc1ccc2c(C(=O)CN3CCC4(CC3)OCCO4)c(C)[nH]c2c1	-11	4%	19%	6%	?	-3	-5%
Cc1ccccc1NC(=O)c1nnn(-c2ccc3c(c2)OCCO3)c1N	80*	-8%	4%	-9%	?	53*	85%
O=C(COC(=O)Cc1cccs1)Nc1ccccc1Cl	5	-4%	-2%	2%	-3%	5	-4%
CCOC(=O)/C(=N\Nc1ccccc1)N1CC1	63	13%	-4%	-3%	11%	19*	0%
Cc1cc[n+](-c2[nH]c(=O)sc2/C=N/N=C(\[O-])c2ccccc2)cc1	68*	2%	1%	-5%	52%[activator]	49*	-28%
COC(=O)c1nn(-c2ccccc2)c(-c2ccccc2)c1C(=O)c1ccccc1	-12	2%	-2%	-9%	-10%	-2	-7%
OCc1cn(-c2ccccc2)nc1-c1cc2ccccc2o1	100*	-1%	0%	-7%	7%	55*	114%[activator]
COC(=O)c1[nH]c2c(c1C)C(=O)CC(c1cc(OC)c(OC)c(OC)c1)C2 (centres undefined)	14	-1%	-1%	-7%	-17%	-3	?
CC(C)(C)c1ccc(OCC(=O)NN2Cc3ccccc3C2=N)cc1	-6	-3%	-14%	-1%	?	-2	-6%
CCC1Cc2c(nc(N)c3c(N)nc(N4CCOCC4)c(C#N)c23)O1 (centres undefined)	2	3%	-1%	-20%	?	3	-27%
CC(=O)Oc1cc2oc(=O)cc(C)c2cc1Cl	2	-6%	5%	1%	21%	2	19%
CN(C(=O)COC(=O)c1cc(S(=O)(=O)N2CCOCC2)ccc1F)C1CCS(=O)(=O)C1 (centres undefined)	nt	nt	-6%	1%	3%	nt	-12%
COc1ccc(OC)c(Cc2nnc(CCC(=O)NCc3nc4ccccc4s3)o2)c1	32	3%	-3%	2%	7.4µM*	16	0%
O=C(NCCN1C(=O)S/C(=C\c2cccnc2)C1=O)c1ccc(S(=O)(=O)N2CCCC2)cc1	4	-4%	4%	-10%	?	8	?
CCOc1ccc(NC(=O)Nc2nc(SCC)ns2)cc1	10	-8%	11%	-4%	4.1µM*	1	0%
O=C(O)c1ccc(COc2c(F)c(F)c(F)c(F)c2F)o1	5	12%	-2%	-1%	116%[activator]	8	153%[activator]
Cc1ccc(NS(=O)(=O)c2ccc3c(c2)NC(=O)CO3)cc1	-12	-7%	8%	-10%	43%[activator]	-10	17%
Cc1ccc2nc(C)c3c(c2c1)N(c1ccc(F)cc1)CC3	-20	3%	12%	6%	13µM*	-2	?
CCc1noc(C)c1C(=O)N1CCN(S(=O)(=O)c2ccc(Cl)s2)CC1	nt	nt	-4%	-12%	29%	nt	?
COc1cccc(NS(=O)(=O)c2cc(C)ccc2OC)c1	-4	10%	-6%	-5%	?	-1	14%
COCCNC(=O)COc1ccc(C)cc1C(=O)c1cc(C#N)c(=O)n(C2CC2)c1	-14	1%	-8%	5%	0%	-3	-4%
O=C(COc1ccc(C(=O)c2ccccc2)cc1)NC1CCCCC1	18	2%	0%	-7%	44%[activator]	-1	9%
CCn1c(NC(=O)c2ccc(F)cc2)c2ccccc2nc1=O	-18	0%	-3%	6%	5%	7	5%
Cc1[nH]nc(SCC(=O)N(C)c2ccccc2)c1[N+](=O)[O-]	44	1%	9%	-15%	-11%	8	-13%
Cc1ccc2c(c1)C1(OCCCO1)C(=O)N2CC#N	1	-2%	0%	-3%	32%[activator]	0	5%
COc1cccc(N=CC2=C(O)CC(C)(C)CC2=O)c1	24	-8%	-4%[11.6 µM]	-4%	-8%	13*	-7%
CSc1ccccc1NC(=O)Nc1ccccc1	91*	?	5%	-3%	9%	25*	105%[activator]
Cc1ccc(NC(=O)CNc2ccc(Cl)c(Cl)c2)cc1S(=O)(=O)N(C)C	16	1%	3%	-7%	?	-1	-4%
COc1ccc(NC(=O)c2sc3nc(-c4ccc(OC)cc4)cc(C(F)(F)F)c3c2N)cc1	-8	nt	nt	-3%	nt	-5	nt
COc1ccc(C(=O)CCC(=O)Nc2ccc(Cl)cc2)cc1	-6	-2%	-3%	1%	38%[activator]	0	0%
CCOc1ccc(/C=C2/C(=O)NC(=O)N(CCc3ccc(F)cc3)C2=O)cc1	9	0%	7%	-10%	-1%	-2	10%
Cc1cc([N+](=O)[O-])nn1CC(=O)NCCc1c[nH]c2ccccc12	-14	-5%	-17%	2%	30%	5	?
O=[N+]([O-])c1ccc2nc(CCCc3nc4ccc([N+](=O)[O-])cc4[nH]3)[nH]c2c1	53*	-1%	-6%	-14%	52%[activator]	15	-26%
Cc1ccc(C(O)P(=O)(OCCC(C)C)c2ccc(N(C)C)cc2)cc1 (centres undefined)	-8	7%	3%	4%	?	-7	12µM*
Cc1oc(-c2ccc(F)cc2)nc1CN1CCCC(C(=O)N2CCOCC2)C1 (centres undefined)	-2	-12%	-2%	2%	35%	-2	-25%
COc1ccc(-c2nnc(SC(C)C(=O)Nc3nccs3)n2-c2ccccc2)cc1OC (centres undefined)	-9	-4%	21%	-7%	17%	-1	?
NNC(=O)c1cc(-c2ccc(N)cc2)nc2ccc(Br)cc12	-3	1%	83%[activator]	4%	?	-2	?
Cc1c(C(=O)N(C)Cc2ccccc2)oc2ccc(S(=O)(=O)N3CCCC3)cc12	-23	6%	-6%	1%	?	-2	?
COc1ccc(C(=O)NCCn2cc(SCC(N)=O)c3ccccc32)cc1	11	8%	9%	2%	30%	12	12%
COc1ccc(NC(=O)c2ccc(NC(=O)CCS(=O)(=O)c3cccs3)cc2)cc1	15	-1%	10%	-4%&2%	?	0	-24%
CC(=O)c1ccc(NS(=O)(=O)c2cc3c(cc2C)N(C)CCO3)cc1	-7	-1%	-10%	-15%	25%	-1	15%
Cc1cccc(N2CN(Cc3ccco3)CNC2=S)c1	-8	1%	0%	5%	368%[activator]	-3	9%
O=c1cc(N2CCCCCC2)[nH]c(=O)n1-c1ccccc1Cl	-2	4%[11.5 µM]	9%	2%	-3%	-3	6%
COc1cccc(C2NC(=S)NC(C)=C2C(=O)c2ccccc2)c1OC (centres undefined)	-10	-1%	2%	-15%	6%	-1	-9%
COc1cccc(NC(=O)C(C)Oc2ccccc2)c1 (centres undefined)	-4	0%	11%	-1%	?	4	nt
COc1ccc(C)cc1NC(=O)c1cc(S(=O)(=O)N2CCOCC2)cn1C	-7	-2%	-5%	-3%&-9%	11%	-1	-21%
Cc1cccc(NC(=O)c2cnccn2)c1	nt	4%	1%	-4%	-27%	17*	30%[activator]
O=C(C1CCCN(S(=O)(=O)c2cccc3nsnc23)C1)N1CCN(c2ccccn2)CC1 (centres undefined)	-8	-3%	-2%	-2%	67%[activator]	13	12µM*
C=CCN1C(=O)C2(NC(=O)c3ccccc3N2)c2ccccc21 (centres undefined)	-4	4%	16%	0%	-16%	-4	5%
CCCCNC(=O)c1cc2cc(CC)ccc2[nH]1	-4	4%	13%	-26%	?	14*	?

Next section; it opens with the 5 that closed the last part.
SMILES	Shiga inhibitor	LmPK inhibitor	AMA1-RON2 inh	TbPYK inhibitor	Pf growth 96h	Cycloheximide cs	Pf growth 48h
COc1ccc(C)cc1NC(=O)c1cc(S(=O)(=O)N2CCOCC2)cn1C	-7	-2%	-5%	-3%&-9%	11%	-1	-21%
Cc1cccc(NC(=O)c2cnccn2)c1	nt	4%	1%	-4%	-27%	17*	30%[activator]
O=C(C1CCCN(S(=O)(=O)c2cccc3nsnc23)C1)N1CCN(c2ccccn2)CC1 (centres undefined)	-8	-3%	-2%	-2%	67%[activator]	13	12µM*
C=CCN1C(=O)C2(NC(=O)c3ccccc3N2)c2ccccc21 (centres undefined)	-4	4%	16%	0%	-16%	-4	5%
CCCCNC(=O)c1cc2cc(CC)ccc2[nH]1	-4	4%	13%	-26%	?	14*	?
COCc1cc(C)nc2sc(C(=O)OC)c(N)c12	-11	-1%	37%[activator]	1%	25%	-3	42%[activator]
CCOC(=O)N1C(=O)c2cc(OC)ccc2S1(=O)=O	-6	-11%	-10%	-9%	-19%	4	4%
Nc1ncnc2nc(N3CCN(C(=O)c4ccccc4)CC3)[nH]c12	-12	2%	0%	2%	17%	-1	-5%
COc1ccc(/C=C(\C#N)C(=O)C(C)(C)n2cncn2)cc1	-11	2%	11%	-6%	3.7µM*	-1	29%
CCc1ccc(C2CC(c3ccccc3)Nc3nc(N)nn32)cc1 (centres undefined)	18	7%	-3%	-3%	1.9µM*	5	9%
CN1CCN(/N=C/c2nc(-c3ccccc3)n3ccccc23)CC1	41*	-6%	26%[11.6 µM]	-7%	171%[activator]	3	136%[activator]
COc1ccc(Cl)cc1C(=O)Nc1nc2ccccc2[nH]1	4	3%	93%[activator]	-2%	-42%	-1	-48%
C(=N\Nc1nc(N2CCOCC2)nc(N2CCOCC2)n1)/c1cccnc1	-8	0%	4%	2%	16%	-1	21%
O=C(c1cccc(OC2CCN(Cc3cc(F)cc(F)c3)CC2)c1)N1CCCC1	-4	4%	37%[activator]	-14%	19%	-3	-20%
O=c1[nH]c2ccccc2n1CCCSCCCn1c(=O)[nH]c2ccccc21	16	3%	-14%	-9%	9.3µM*	0	?
COc1ccc(NC(=O)c2cccc(N3C(=O)C4C5C=CC(C6CC56)C4C3=O)c2)cc1 (centres undefined)	9	6%	0%	38%[activator]	?	-3	?
O=C(Nc1ccccc1Cc1ccccc1)c1ccccc1F	-5	-1%	3%	4%	-103%	0	?
NNc1nc2c(Cl)cccc2s1	69*	-14%	-8%	-13%	3%	53*	0%
O=c1[nH]c(C2CCN(S(=O)(=O)Cc3ccccc3)CC2)nc2c1nnn2Cc1ccccc1	-9	1%	-8%	0%	13%	0	9.3µM*
Cc1cc(F)ccc1S(=O)(=O)Nc1ccccc1C(=O)Nc1ccccc1N1CCOCC1	-8	1%	-1%	1%	?	-2	-6%
